# HT1080-NT tox: kills 2HG-producing HT-1080-NT fibrosarcoma cells; HT-1080-NT fibrosarcoma viability, CellTiter-Glo ATP luminescence, 48 h; Potency, µM (series often up to 46.1 µM), inactives show at the top dose activity, negative = less viability, actives largely listed as cytotoxic; actives 1.6% (n = 360,000);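 note: NT is the 2HG producing partner of a matched IDH1 knockdown line; 0% = DMSO-treated cells and -100% = media-only wells without cells; nearly all actives have a fitted effect of over 55% in size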
#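 Compounds were tested in concentration-response format on HT-1080-NT cells for 48 hours at 37 degrees C. Cell viability came from CellTiter-Glo luminescence; curves were classified by r2, response magnitude and activity.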
# KB-V1 cytotox: KB-V1 MDR subline cytotoxicity. KB-V1 MDR cells viability, CellTiter-Glo, 72 h. Potency, µM (doses to about 46.1 µM), for the others: at the top dose activity change, negative = cytotoxicity, actives largely listed as cytotoxic. actives 3.4% (n = 400,000); note: % is set by controls: 0 for no effect and ±100 for the full control effect; nearly all actives have a fitted effect of over 60% in size
#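 Compound-treated KB-V1 multidrug-resistant cells, 72 h, 37 degrees C; viability by CellTiter-Glo. Fitted qHTS curves give the values.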
# GLP1R ag: agonists of human GLP-1 receptor. P43220. HEK293 GLP-1R CRE-luciferase, luminescence, 4-6 h; cells express a hypersensitive GLP-1R form. Potency, µM (highest dose often 45.6 µM), for the others: at the top dose activation, hits mostly activators. actives 0.007% (n = 380,000); note: % of control where 0% means no effect
# Target sequence (P43220 whole entry, looked up): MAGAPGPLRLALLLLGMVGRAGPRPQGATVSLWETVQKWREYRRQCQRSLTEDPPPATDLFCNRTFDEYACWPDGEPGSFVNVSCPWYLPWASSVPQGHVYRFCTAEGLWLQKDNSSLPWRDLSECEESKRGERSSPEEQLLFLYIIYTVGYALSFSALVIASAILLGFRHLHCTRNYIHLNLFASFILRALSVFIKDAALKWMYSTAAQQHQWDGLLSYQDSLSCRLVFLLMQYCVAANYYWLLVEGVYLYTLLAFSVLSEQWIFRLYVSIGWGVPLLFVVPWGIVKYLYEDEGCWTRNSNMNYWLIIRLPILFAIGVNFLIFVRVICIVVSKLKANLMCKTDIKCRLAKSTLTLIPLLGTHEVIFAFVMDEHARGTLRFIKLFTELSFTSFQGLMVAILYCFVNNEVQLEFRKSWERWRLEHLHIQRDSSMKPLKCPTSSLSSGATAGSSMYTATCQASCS
# TDP-43 yeast inh: inhibitors of TDP-43 toxicity in yeast; TDP-43 expressing yeast growth rescue, BacTiter-Glo, 24 h; Potency, µM (highest dose often 46.1 µM), without a hit: at the highest dose growth rescue (activation), most hits filed as activators; actives 1.8% (n = 410,000); note: % of control where 0% means no effect; nearly all actives have a fitted effect of over 50% in size
#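 Yeast cells expressing TDP-43 under galactose induction are exposed to compounds for 24 hr at 30 deg C. BacTiter-Glo luminescence measures growth, so protective compounds score as activators.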
# HT1080 IDH1KD tx: toxicity to HT-1080 IDH1 knockdown cells (counter line) | actives 2% (n = 360,000) | Potency, µM (titrated, usually from 46.1 µM), for the others: at the top dose activity, negative = toxicity, actives largely listed as cytotoxic | HT-1080 IDH1 knockdown viability, ATP luminescence, 48 h | AID 686971;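 note: 0% = DMSO wells and -100% = cell-free medium wells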
#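 Luminescent ATP read-out (CellTiter-Glo, 10 min at room temperature) after 48 h compound exposure at 37 °C gave viability of IDH1-knockdown HT-1080 cells. Activity was normalised to DMSO and cell-free wells, then fitted as concentration-response curves.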
# GLP1R inv ag: GLP-1 receptor (human) inverse agonism; P43220; HEK293 GLP-1R CRE-luciferase, luminescence, 24 h; GLP-1R form is constitutively active; Potency, µM (titrated, usually from 38.3 µM), inactives show at the top dose activity change, negative = inhibition, actives largely listed as inhibitors; actives 1.6% (n = 410,000); note: % is set by controls: 0 for no effect and ±100 for the full control effect; nearly all actives have a fitted effect of over 55% in size
#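 Inverse agonism was detected as reduced cAMP-driven luciferase luminescence after 24 h compound treatment. The cells were HEK293 clones expressing constitutively active human GLP-1R with the reporter. Reporter-only and GPR119 cell lines served as counterscreen controls.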
# GLP1R cytotox: cytotoxic in the GLP-1 receptor inverse agonist counter-screen; HEK293 cAMP-luciferase reporter cells, luminescence, 24 h; Potency, µM (highest dose often 38.3 µM), for the others: at the highest dose activity change, negative = inhibition, hits mostly inhibitors; actives 0.13% (n = 410,000); AID 624418;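 note: loss of luciferase light is scored as toxicity; % is set by controls: 0 for no effect and ±100 for the full control effect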
#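 MLSMR compounds, 24 hr on cells at 37 deg C/5% CO2; luminescence after luciferase reagent (12 min RT). Inhibition counted as the undesired cytotoxic outcome.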
# SW480 rereplic: induces DNA re-replication in SW480 colon adenocarcinoma cells; SW480 DNA re-replication, Hoechst DNA content imaging, 48 h; Potency, µM (highest dose often 46.1 µM), without a hit: top-dose re-replication activation, hits mostly activators; actives 1.8% (n = 340,000); AID 624297; note: % of control where 0% means no effect; nearly all actives have a fitted effect of over 55% in size
#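 Treated cells incubate 48 hr (37 C, 5% CO2), are stained 40 min with Hoechst, and nuclear fluorescence is enumerated; a rise in nuclei with high DNA signal marks re-replication.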
# KB-3-1 tox: KB-3-1 parental cell cytotoxicity; KB-3-1 viability, CellTiter-Glo ATP luminescence, 72 h; Potency, µM (highest dose often 46.1 µM), for the others: top-dose activity change, negative = cytotoxic, actives largely listed as cytotoxic; actives 1.4% (n = 400,000); AID 1347075; note: % is set by controls: 0 for no effect and ±100 for the full control effect; nearly all actives have a fitted effect of over 60% in size
#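 Multi-concentration cytotoxicity screen in KB-3-1 cells grown in DMEM lacking phenol red with 10% FBS. After 72 h at 37 °C with compound, ATP-dependent luminescence was recorded.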
# The depositor's hits bear a star; ? = inconclusive; . = no result given; [ ] = another dose, or the depositor's remark. Calls come from the whole dose curve; as a rule, active = well fitted curve in the direction sought with a large enough effect; inconclusive = small, poorly fitted or top-dose-only effect, or another doubt; inactive = no such curve, though single readings can be large; an effect the other way counts as inactive or inconclusive. Potency is the fitted concentration of half-maximal effect. Rows were taken by chance. About 9.4% of those tested had a hit in this group.
SMILES,HT1080-NT tox,KB-V1 cytotox,GLP1R ag,TDP-43 yeast inh,HT1080 IDH1KD tx,GLP1R inv ag,GLP1R cytotox,SW480 rereplic,KB-3-1 tox
O=C(CNS(=O)(=O)c1ccc2ccccc2c1)OCC(=O)c1ccc(Br)s1,-5%,1%,-1%,-4%,-5%,4%,-9%,1%,12%
CCCN(CC(=O)Nc1ccccc1C)C(=O)C1CC(=O)N(c2ccc(C)cc2)C1 (stereo not given),5%,-29%,2%,-6%,5%,-6%,-7%,-52%[inhibitor],-6%
O=C(CCc1nc2ccccc2s1)c1ccccc1,18%,-25%,-5%,0%,14%,9%,9%,-4%,14%
Cc1nnc(SCCN2C(=O)c3ccccc3C2=O)[nH]c1=O,8%,?,-12%,20%,14%,4%,-5%,-2%,11%
CC1(C)CC(=O)C(CCC(=O)c2ccccc2)C(C)(C)N1 (stereo not given),1%,-15%,-9%,13%,-4%,2%,0%,-7%,3%
COc1ccc(NC(=S)N2CCC(C(O)(c3ccccc3)c3ccccc3)CC2)cc1,-3%,-24%,-41%[inhibitor],-49%[inhibitor],-3%,?,-2%,84%,6%
CCCN1C(=O)N(c2cccc(C)c2)C(C)(O)CC1(C)C (stereo not given),8%,-3%,-5%,7%,4%,?,6%,-8%,8%
CCc1ccc(NS(=O)(=O)c2ccc(OC)c(C)c2)cc1,-13%,18µM*,13%,1%,-29%,1%,-10%,6%,-2%
C=CCn1c(C)c(C(C)=O)c(N2CCOCC2)nc1=S,?,21%,-19%,19%,22%,10%,2%,2%,3%
O=C1C=C(c2cccc(CO)c2)C[C@@H](c2ccc(Cl)cc2)C1,1%,-1%,9%,18µM*,-5%,?,11%,-5%,-12%
COc1ccc(C(=O)N/C(=C/c2cccnc2)C(=O)NCc2ccco2)cc1OC,22%,-6%,1%,-5%,10%,-15%,4%,-13%,0%
COc1ccc(NC(=S)NNC(=O)c2cccnc2)cc1OC,19%,9%,9%,-9%,14%,1%,-1%,-3%,5%
COc1ccc(/C(C)=N/Nc2nc3ccccc3n3cnnc23)cc1OC,3%,0%,0%,-17%,-7%,3%,0%,-3%,-16%
Cn1ncc2c(Nc3cc(Cl)cc(Cl)c3)ncnc21,-1%,21%,6%,20%,4%,21%,8%,16%,-1%
O=C(NCCCN1CCOCC1)c1sc2cc([N+](=O)[O-])ccc2c1Cl,-12%,-27%,5%,16%,-10%,-2%,8%,-2%,-3%

# In the list so far, 5 contain an aryl methoxy group:
SMILES,HT1080-NT tox,KB-V1 cytotox,GLP1R ag,TDP-43 yeast inh,HT1080 IDH1KD tx,GLP1R inv ag,GLP1R cytotox,SW480 rereplic,KB-3-1 tox
COc1ccc(NC(=S)N2CCC(C(O)(c3ccccc3)c3ccccc3)CC2)cc1,-3%,-24%,-41%[inhibitor],-49%[inhibitor],-3%,?,-2%,84%,6%
CCc1ccc(NS(=O)(=O)c2ccc(OC)c(C)c2)cc1,-13%,18µM*,13%,1%,-29%,1%,-10%,6%,-2%
COc1ccc(C(=O)N/C(=C/c2cccnc2)C(=O)NCc2ccco2)cc1OC,22%,-6%,1%,-5%,10%,-15%,4%,-13%,0%
COc1ccc(NC(=S)NNC(=O)c2cccnc2)cc1OC,19%,9%,9%,-9%,14%,1%,-1%,-3%,5%
COc1ccc(/C(C)=N/Nc2nc3ccccc3n3cnnc23)cc1OC,3%,0%,0%,-17%,-7%,3%,0%,-3%,-16%

# Going on with the list:
SMILES,HT1080-NT tox,KB-V1 cytotox,GLP1R ag,TDP-43 yeast inh,HT1080 IDH1KD tx,GLP1R inv ag,GLP1R cytotox,SW480 rereplic,KB-3-1 tox
CNS(=O)(=O)c1cc(C(=O)O)ccc1OC,20%,4%,0%,13%,18%,14%,1%,-26%,8%
CC(C)CCNC(=O)c1ccc2c(c1)ncn2C1CCCCC1,-1%,13µM*,3%,-4%,-16%,0%,-9%,-14%,17%
COc1ccc(C(=O)Nc2ccccc2-c2nc3ccccc3s2)cc1OC,.,0%,5%,-14%,.,7%,5%,.,8%
C=CCn1c(SCC(=O)N(CC)C2CCS(=O)(=O)C2)nnc1-c1ccccc1 (stereo not given),7%,-3%,4%,21%,1%,8%,-4%,-20%,-12%
O=C(COC(=O)c1ccccc1NC(=O)c1ccco1)NCc1ccc2c(c1)OCO2,7%,-2%,3%,-7%,13%,6%,1%,-7%,3%
Cc1ccc(C(=O)CN(C(=O)c2ccc(Cl)c(Cl)c2)N2C(=O)C3CCCCC3C2=O)cc1 (stereo not given),11%,-15%,-7%,-24%,7%,2%,-4%,-14%,3%
COC(=O)c1cccc(COC(=O)c2cccnc2SC)c1,11%,2%,?,?,4%,5%,8%,-4%,6%
Cc1cc(=O)c2cc(C(=O)Nc3cccc(C)c3C)ccc2[nH]1,.,?,.,0%[9.22 µM],.,11%,0%,.,11%
O=C1NC2c3c(Cl)sc(Cl)c3C(=O)C2O1 (stereo not given),?,?,-1%,-3%,?,?,-8%,?,-13%
CN(C)/C=C/C(=O)C(F)(F)F,12%,-9%,0%,2%,7%,7%,-2%,-2%,18%
Cc1cc(=O)n2nc(N3CCCC(C(=O)NCc4ccccc4Cl)C3)sc2n1 (stereo not given),2%,0%,-4%,-15%,-1%,14%,-7%,-3%,8%
Cc1cccc(C(=O)O/N=C(\c2ccccc2)c2cccnc2)c1,0%,6%,17%,13µM*,-2%,1%,4%,-8%,-2%
Cc1cc(Cl)ccc1OCCCC(=O)N1CCN(S(=O)(=O)c2ccccc2)CC1,8%,?,3%,14µM*,-1%,10µM*,-21%,2%,-2%
CC(Sc1nnc(Cc2cccs2)n1C1CC1)C(=O)NC1CCS(=O)(=O)C1 (stereo not given),3%,0%,0%,12%,6%,11%,6%,-6%,-9%
O=C(Nc1ccccc1F)C1CCCN(S(=O)(=O)c2ccccc2)C1 (stereo not given),1%,?,5%,-52%[inhibitor],-16%,-15%,-3%,?,-3%

# Looked up by structure from above:
SMILES,HT1080-NT tox,KB-V1 cytotox,GLP1R ag,TDP-43 yeast inh,HT1080 IDH1KD tx,GLP1R inv ag,GLP1R cytotox,SW480 rereplic,KB-3-1 tox
CNS(=O)(=O)c1cc(C(=O)O)ccc1OC,20%,4%,0%,13%,18%,14%,1%,-26%,8%
Cn1ncc2c(Nc3cc(Cl)cc(Cl)c3)ncnc21,-1%,21%,6%,20%,4%,21%,8%,16%,-1%
COc1ccc(NC(=S)N2CCC(C(O)(c3ccccc3)c3ccccc3)CC2)cc1,-3%,-24%,-41%[inhibitor],-49%[inhibitor],-3%,?,-2%,84%,6%
COc1ccc(NC(=S)NNC(=O)c2cccnc2)cc1OC,19%,9%,9%,-9%,14%,1%,-1%,-3%,5%

# Structural class: the compounds so far containing a furan ring, fused or not (2)
SMILES,HT1080-NT tox,KB-V1 cytotox,GLP1R ag,TDP-43 yeast inh,HT1080 IDH1KD tx,GLP1R inv ag,GLP1R cytotox,SW480 rereplic,KB-3-1 tox
COc1ccc(C(=O)N/C(=C/c2cccnc2)C(=O)NCc2ccco2)cc1OC,22%,-6%,1%,-5%,10%,-15%,4%,-13%,0%
O=C(COC(=O)c1ccccc1NC(=O)c1ccco1)NCc1ccc2c(c1)OCO2,7%,-2%,3%,-7%,13%,6%,1%,-7%,3%

# Later entries.
SMILES,HT1080-NT tox,KB-V1 cytotox,GLP1R ag,TDP-43 yeast inh,HT1080 IDH1KD tx,GLP1R inv ag,GLP1R cytotox,SW480 rereplic,KB-3-1 tox
N#Cc1c2n(c3c(=O)n(Cc4ccccc4)cnc13)CCCC2,-12%[9.24 µM],0%,0%,-6%,-10%,0%,3%,1%,-3%
O=[N+]([O-])c1ccccc1OC/C(=N\O)c1ccccc1,-19%,23%,22%,25%,-12%,?,-12%,13%,20%
O=C(NC1CCCC1)C(c1ccccn1)N(C(=O)c1csnn1)c1ccccc1F (stereo not given),1%,-1%,13%,4%,8%,6%,-1%,2%,0%
CCOc1ccc(S(=O)(=O)N2CCC(C(=O)NCc3ccccn3)CC2)cc1C,-8%,-10%,10%,-6%,19%,-10%,7%,-5%,1%
Cc1cccc(C)c1NC(=O)CNC(=O)c1c(-c2ccccc2)noc1C,5%,4%,-3%,7%,8%,1%,11%,14%,0%
COc1ccc(OCCNC(=O)C(c2ccccc2)c2ccccc2)cc1,2%,?,-2%,9%,-2%,?,-3%,-2%,-1%
CC(C)=CCC[C@H](C)CC1Cc2[nH]c(=S)[nH]c(=O)c2C(c2ccc(F)cc2)O1 (stereo not given in full),1%,0%,-2%,19%,0%,9%,4%,.,0%
COc1ccc(NC(=O)Nc2nc(C(N)C3CCCCC3)cs2)cc1 (stereo not given),?,2%,-3%,27%,?,-16%,-4%,.,0%
COC(=O)CNC(=O)c1sc2ncn(CC(=O)Nc3ccc(C)c(Cl)c3)c(=O)c2c1C,-11%,1%,0%,11%,-6%,0%,3%,-7%,0%
CCCC(=O)Nc1sc2c(c1C#N)CCCC2,-5%,-14%,4%,15%,-2%,?,-5%,-2%,-3%
CCOC(=O)c1ccccc1NC(=O)COC(=O)c1c(CC)noc1C,-7%,-11%,0%,?,-5%,-9%,27%,-6%,-20%
CS(=O)(=O)c1ccc(N2CCN(C3CC(=O)NC3=O)CC2)cc1 (stereo not given),11%,1%,-11%,23%,9%,4%,6%,-1%,9%
O=CNc1cc(-c2ccc(C(=O)N3CCOCC3)cc2)cn2c(-c3ccc(F)cc3)cnc12,?,-18%,1%,6%,13µM*,-5%,-7%,.,-7%
CC1CCN(C(=O)COC(=O)c2n[nH]c(=O)c3ccccc23)CC1,4%,-12%,5%,2%,3%,10%,1%,-14%,-6%
O=c1[nH]c(=O)c2[nH]c(=S)[nH]c2[nH]1,?,17%,-5%,-6%,22%,22%,-5%,-8%,-11%
CN1CCN(Cc2nc3ccccc3c(=O)n2Cc2nc(-c3ccc([N+](=O)[O-])cc3)cs2)CC1,21µM*,?,-38%[inhibitor],-23%,21µM*,?,?,?,?

# Source: PubChem (National Center for Advancing Translational Sciences (NCATS))
